# Source: PubChem
# STK33 inh – inhibitors of purified STK33 kinase, primary screen, biochemical, ADP-Glo luminescence, homogeneous, cell-free; Serine/threonine-protein kinase 33 (Homo sapiens), Q9BYT3; MBP phosphorylation; inhibition, % at 10 µM; actives 0.073% (n = 320,000); AID 2661, 2010;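 active = inhibition at or above 25%, using the most active replicate where run in duplicate; inactive = inhibition below 25%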
# Target sequence (Q9BYT3 whole entry, looked up): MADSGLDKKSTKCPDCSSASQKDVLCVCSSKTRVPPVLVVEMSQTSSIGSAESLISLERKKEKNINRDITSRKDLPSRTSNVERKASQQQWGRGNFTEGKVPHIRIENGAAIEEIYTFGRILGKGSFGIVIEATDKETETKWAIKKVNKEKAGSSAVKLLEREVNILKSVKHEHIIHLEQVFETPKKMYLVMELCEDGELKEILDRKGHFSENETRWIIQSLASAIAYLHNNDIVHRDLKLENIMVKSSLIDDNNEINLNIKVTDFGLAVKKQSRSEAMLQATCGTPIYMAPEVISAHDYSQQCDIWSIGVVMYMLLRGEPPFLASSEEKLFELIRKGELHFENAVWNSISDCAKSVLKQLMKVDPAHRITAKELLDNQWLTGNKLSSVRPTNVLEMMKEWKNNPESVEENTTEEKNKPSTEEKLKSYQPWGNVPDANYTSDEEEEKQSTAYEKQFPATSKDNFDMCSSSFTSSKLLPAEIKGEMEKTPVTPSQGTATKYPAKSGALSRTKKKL
# OX1R antag – antagonists of human orexin 1 receptor (OX1R) | Orexin/Hypocretin receptor type 1 (Homo sapiens), O43613 | OX1R-expressing cells, FRET antagonist read-out | inhibition, % at 6.6 µM | actives 1.8% (n = 330,000); in the data active = inhibition mostly above about 38%, no sharp cut-off; inactive = mostly below about 40%;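 also: 0% = agonist challenge alone and 100% = reference antagonist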
# Target sequence (O43613 whole entry, looked up): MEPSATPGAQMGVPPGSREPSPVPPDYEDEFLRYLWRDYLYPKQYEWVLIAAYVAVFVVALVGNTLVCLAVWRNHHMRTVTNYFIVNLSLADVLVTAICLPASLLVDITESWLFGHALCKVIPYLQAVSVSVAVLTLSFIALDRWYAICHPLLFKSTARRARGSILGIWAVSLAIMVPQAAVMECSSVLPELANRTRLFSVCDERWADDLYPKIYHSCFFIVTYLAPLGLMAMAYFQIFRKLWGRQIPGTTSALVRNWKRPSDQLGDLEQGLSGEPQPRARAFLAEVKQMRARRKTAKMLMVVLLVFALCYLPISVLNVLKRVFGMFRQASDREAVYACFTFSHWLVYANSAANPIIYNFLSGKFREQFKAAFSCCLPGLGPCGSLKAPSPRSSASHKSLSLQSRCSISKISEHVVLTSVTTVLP
# The depositor's hits bear a star; / = not tested or not shown.
SMILES,STK33 inh,OX1R antag
CCCC(=O)Nc1ccc(N2CCN(C(=O)c3cccs3)CC2)cc1,-0.5,22.3
CCCCCn1c(N2CCCC2)nc2c1c(=O)n(C)c(=O)n2C,1.4,14.5
CC1CCCCC1NC(=O)COc1ccccc1C#N (stereo not drawn),-1.3,2.2
CCN(CC)S(=O)(=O)c1cccc(-c2nnc(SC(C)C(=O)NCCC3=CCCCC3)o2)c1 (stereo not drawn),-0.7,23.0
CC(C)(NC(=O)c1ccccc1)c1nc2ccccc2s1,0.1,33.4
COc1ccc(NC(=O)/C=C/c2c(Cl)nc3ccccn23)cc1,1.6,111.2*
O=C(Cn1cnc2c(oc3ccccc32)c1=O)NCC1CCCO1 (stereo not drawn),-1.2,8.1
CC(=O)c1ccc(N2CCN(C(=O)c3cc(S(=O)(=O)N4CCOCC4)ccc3C)CC2)cc1,-1.9,0.5
O=C(Nc1ccc2nc3n(c(=O)c2c1)CCCC3)c1cccnc1Cl,0.3,4.9
COc1ccc(-n2nnnc2S(=O)(=O)Cc2ccc(C(=O)O)cc2)cc1,3.4,5.3
Cc1ccc2c(c1)sc(=NC(=O)c1cccs1)n2C,-1.1,30.6
O=C1[C@H](c2ccccc2)[C@@H](c2ccccc2)N1c1ccncc1,/,20.4
Fc1ccccc1NC(=S)NNc1ncc(C(F)(F)F)cc1Cl,0.6,16.7
COc1ccc([C@H]2CC(=O)C=C(c3ccc(CO)cc3)C2)cc1,0.4,2.4
COc1cc(/C(C)=N/NC(=O)C(O)(c2ccccc2)c2ccccc2)ccc1O,-0.8,15.8
CC1CCCCN1S(=O)(=O)c1ccc2[nH]c(=O)cc(C(=O)NCCCN3CCCCCC3)c2c1 (stereo not drawn),-1.0,8.4
Cc1ccc(NC(=S)NN(C)c2nc(C)cnc2C)cc1,-0.3,5.6
Cc1ccc(N2CCCC2=O)cc1S(=O)(=O)N1CCOCC1,-3.0,9.5
O=C(NCCCN1CCOCC1)C(=O)NCC1OCCN1S(=O)(=O)c1ccc(F)cc1 (stereo not drawn),0.4,-22.5
Cc1ccc(S(=O)(=O)Nc2ccccc2C(O)c2ccccc2)cc1 (stereo not drawn),-1.7,12.4
COc1ccc(NC(=O)Nc2ccc(C)cc2Br)c(OC)c1,-0.4,16.7
O=C(O)c1cc([N+](=O)[O-])ccc1N1CCCCC1,-2.5,47.7
O=C(COc1ccc(Br)cc1Cl)N1CCN(c2ccccn2)CC1,-3.8,6.1
O=C(/C=C/c1ccc2c(c1)S(=O)(=O)N(Cc1ccccc1)[C@H]2CC(=O)N1CCOCC1)N1CCOCC1,1.5,18.6
S=c1[nH]nc(-c2ccc(Cl)cc2Cl)n1-c1ccc(Cl)cc1,2.9,39.3
C[C@@H]1CCCCCCCCC(=O)OCCN(C(=O)OC(C)(C)C)[C@H](C)CCCCCCCCC(=O)OCCN(C(=O)OC(C)(C)C)[C@H](C)CCCCCCCCC(=O)OCCN1C(=O)OC(C)(C)C,0.9,5.3
CCN1C(=S)N[C@@H](CCc2ccccc2)C(C(=O)OC)=C1C,-0.1,32.2
Cc1c(C(=O)N(C)CCC#N)oc2ccc(S(=O)(=O)N3CCOCC3)cc12,0.4,-5.0
O=C(CN1CCCCC1)Nc1ccccc1-c1ccccc1,-1.1,12.4
CCN1C(=O)[C@H]2[C@@H](c3ccc(Cl)cc3)N3C(=O)CN(CC4CC4)C(=O)[C@@]3(Cc3ccccc3)[C@H]2C1=O,-0.2,18.8
COc1ccc(CONc2ncnc3nonc23)cc1[N+](=O)[O-],-0.8,21.2
Cc1ccc(S(=O)Cc2ccc(C(=O)N3CCN(C(=O)c4ccco4)CC3)o2)cc1 (stereo not drawn),0.1,18.3
Cc1cc(NC(=O)CN2CCN(S(=O)(=O)c3ccc4ccccc4c3)CC2)no1,-0.9,17.0
CCOc1cccc2cc(C(=O)N3CC(C)OC(C)C3)c(=O)oc12 (stereo not drawn),1.4,6.8
CC(C)/C=N\NC(=O)CCCCC(=O)N/N=C/C(C)C,-1.0,21.0
COC(C/C=C\[C@H](O)[C@@H](C)OCc1ccccc1)OC,-1.2,29.1
Cc1ccc(NC(=O)CCC(=O)NNC(=O)C(c2ccccc2)c2ccccc2)c(C)c1,-1.0,6.2
C=CCOc1ccc(/C(CC)=N/O)c(OC)c1,-0.3,10.3
COc1cccc(N2CCN(S(=O)(=O)c3cccc4cccnc34)CC2)c1,-1.6,29.6
Cc1cc(/C=C2/NC(=O)NC2=O)c(C)n1-c1ccc(C#N)cc1,-0.5,18.6

# Looked up by compound from above (2):
SMILES,STK33 inh,OX1R antag
O=C(CN1CCCCC1)Nc1ccccc1-c1ccccc1,-1.1,12.4
CCCC(=O)Nc1ccc(N2CCN(C(=O)c3cccs3)CC2)cc1,-0.5,22.3

# (next part)
SMILES,STK33 inh,OX1R antag
COc1cc(CCC(=O)Nc2nnc(C)s2)cc(OC)c1OC,-1.1,3.3
CCCN(C(=O)CSc1cc(-c2ccccc2)c2ccc(OC)cc2n1)C1CCS(=O)(=O)C1 (stereo not drawn),0.6,18.0
COc1ccccc1NS(=O)(=O)c1cc(NC(=O)c2cccs2)ccc1N1CCOCC1,-0.1,10.1
COc1cc(/C=C2\C(=N)N3N=CSC3=NC2=O)cc(Br)c1OC(=O)c1ccco1,4.4,-2.0
CC(=O)Nc1cc(N=Cc2ccc(O)cc2O)c(Cl)cc1Cl,1.5,3.6
CCOc1ccc(C(=O)NC(=S)NCc2cccnc2)cc1,-0.1,8.6
O=c1ccc(-c2ccccc2)nn1Cc1ccc(F)cc1Cl,-2.8,7.8
COc1ccc(N2CCN(CC(=O)Nc3nc(C)cs3)CC2)cc1,0.3,8.3
COC(=O)c1ccc(C2c3c(oc4ccccc4c3=O)C(=O)N2CCCN2CCOCC2)cc1 (stereo not drawn),-2.3,25.1
CCCCOc1ccc(N(CC(=O)NC2CCCCC2)C(=O)CCC(=O)Nc2ccccn2)cc1,0.6,9.6

# An excerpt from the list above:
SMILES,STK33 inh,OX1R antag
Cc1cc(NC(=O)CN2CCN(S(=O)(=O)c3ccc4ccccc4c3)CC2)no1,-0.9,17.0
CCOc1cccc2cc(C(=O)N3CC(C)OC(C)C3)c(=O)oc12 (stereo not drawn),1.4,6.8
CC(C)/C=N\NC(=O)CCCCC(=O)N/N=C/C(C)C,-1.0,21.0
COC(C/C=C\[C@H](O)[C@@H](C)OCc1ccccc1)OC,-1.2,29.1
Cc1ccc(NC(=O)CCC(=O)NNC(=O)C(c2ccccc2)c2ccccc2)c(C)c1,-1.0,6.2
C=CCOc1ccc(/C(CC)=N/O)c(OC)c1,-0.3,10.3
COc1cccc(N2CCN(S(=O)(=O)c3cccc4cccnc34)CC2)c1,-1.6,29.6
Cc1cc(/C=C2/NC(=O)NC2=O)c(C)n1-c1ccc(C#N)cc1,-0.5,18.6
COc1cc(CCC(=O)Nc2nnc(C)s2)cc(OC)c1OC,-1.1,3.3
CCCN(C(=O)CSc1cc(-c2ccccc2)c2ccc(OC)cc2n1)C1CCS(=O)(=O)C1 (stereo not drawn),0.6,18.0
COc1ccccc1NS(=O)(=O)c1cc(NC(=O)c2cccs2)ccc1N1CCOCC1,-0.1,10.1
COc1cc(/C=C2\C(=N)N3N=CSC3=NC2=O)cc(Br)c1OC(=O)c1ccco1,4.4,-2.0
CC(=O)Nc1cc(N=Cc2ccc(O)cc2O)c(Cl)cc1Cl,1.5,3.6
CCOc1ccc(C(=O)NC(=S)NCc2cccnc2)cc1,-0.1,8.6
O=c1ccc(-c2ccccc2)nn1Cc1ccc(F)cc1Cl,-2.8,7.8

# Additional results:
SMILES,STK33 inh,OX1R antag
COc1ccccc1NC(=O)COc1coc(CN2CCN(c3ccccc3)CC2)cc1=O,/,4.3
Cc1cccc(N2CCN(C(=O)c3ccc4ccccc4c3)CC2C)c1 (stereo not drawn),-0.9,4.9
COc1ccc(C/C(N)=N/OC(C)=O)cc1OC,-1.6,6.2
O=C(Cn1nnc2ccccc2c1=O)Nc1ccc2c(c1)CCC2,-1.0,9.9
Cc1cc(C)cc(N(CCC#N)C(=O)CSC2=Nc3ccccc3C3CC=NN23)c1 (stereo not drawn),-0.9,32.9
N#CC1=C(N)SC(N)=C(C#N)C1CCC1CCCCC1,-1.1,30.1
Cc1cc(SCC(=O)NCCC2=CCCCC2)nc2ccccc12,0.7,20.1
O=c1oc(-c2ccccc2)nc2ccsc12,-0.6,9.6
CCOC(=O)c1c(N)n[nH]c1-c1ccccc1,1.8,12.1
CC(=O)Nc1cc(NC(C)=O)cc(C(=O)OC(C)C(=O)Nc2ccc(S(=O)(=O)N3CCCC3)cc2)c1 (stereo not drawn),-0.1,3.7
Cc1ccc(S(=O)(=O)N(CC(=O)NCCSCc2ccco2)c2cc(C)ccc2C)cc1,-3.3,34.8
COC(=O)CSc1nc(NC(C)(C)C)nc(N(C)C)n1,-0.1,13.7
O=C(COC(=O)Cc1ccc(S(=O)(=O)N2CCOCC2)s1)NCc1ccc(Cl)cc1,-1.8,8.5
Cc1cc(/C=C(/C#N)c2nc3ccccc3[nH]2)c(C)n1-c1ccccc1C(=O)O,/,24.9
Cc1ccc2nc(-c3ccccn3)cc(C(=O)NC(C)C(C)(C)C)c2c1 (stereo not drawn),0.4,5.2
CCC(=O)N1CCc2cc(S(=O)(=O)CCC(=O)NCCc3ccccc3)ccc21,-3.8,6.0
COc1ccc(-n2nnnc2SCC(=O)NC(=O)Nc2ccc3c(c2)OCCO3)cc1,-0.7,9.2
CN(C)S(=O)(=O)c1ccc(C(=O)N2CCN=C2SCc2cccnc2)cc1,-0.1,6.0
C/C(=N\OCC(=O)Nc1ccccc1C(C)(C)C)c1ccc2c(c1)OCCO2,-3.2,10.2
NC1=NC(=Nc2ccc(Cl)cc2)c2ccccc21,0.1,6.2
CCOC(=O)C1(CCSC)NC(c2ccco2)C2C(=O)N(C)C(=O)C21 (stereo not drawn),0.4,23.2
CCCN(CC(=O)Nc1ccccc1OC)C(C)C(=O)NC(C)CCc1ccccc1 (stereo not drawn),-0.3,11.1
CCN(CC)S(=O)(=O)c1ccc(-c2nnc(SCC(=O)Nc3ccc(OC)cc3)o2)cc1,-2.3,6.0
Cc1ccc(S(=O)(=O)N2CCOCC2)cc1C(=O)OCC(=O)NC1CCS(=O)(=O)C1 (stereo not drawn),-2.5,10.9
COc1cc(C(=O)Nc2nnc(SC)s2)c([N+](=O)[O-])cc1OC,0.5,23.9
CS(=O)(=O)Nc1ccc(C(=O)NC2CC3CCC2C3)cc1 (stereo not drawn),2.7,6.9
Cc1ccc(CNc2nc3ccccc3s2)s1,-19.9,12.7
CCO[C@@H]1OC(C(=O)NCc2nc3ccccc3[nH]2)=C[C@H](C2CCCCC2)[C@H]1CCCO,-1.3,33.9
Cc1ccc(OCCCC(=O)N2CCOCC2)c(C)c1,-0.2,15.8
COCCN(Cc1cc2ccc(C)c(C)c2nc1Cl)C(=O)N1CCOCC1,2.2,13.2
CCOC(=O)N1CCC(NC(=O)C2CCN(c3ccc(N4CCOCC4)nn3)CC2)CC1,-1.3,12.6
O=C(Nc1nc2ccccc2s1)c1ccc2c(c1)OCO2,1.2,44.0
COc1ccc2c(=O)c(-c3nc(C)cs3)coc2c1,-0.1,24.2
Cc1ccc2c(c1)N(C(=O)CCC(=O)NCc1cccc(Cl)c1)CC(C)O2 (stereo not drawn),1.2,19.4
CCCCC(C(=O)NC(C)(C)C)N(Cc1ccco1)C(=O)c1snc(C(N)=O)c1N (stereo not drawn),-2.5,10.7
CCCn1nnc(NC(=O)c2cccc(OCc3ccccc3)c2)n1,-1.1,16.1
CNC(=O)CN(Cc1ccccc1)S(=O)(=O)c1ccccc1,-2.3,6.9
Cc1cc(F)ccc1NC(=O)c1cc(S(=O)(=O)N2CCCC2)cn1C,-0.6,6.5
O=C(Cn1nnc(-c2ccccc2)n1)NCc1ccccc1,-0.2,1.6
O=C(CNC(=O)c1ccc(F)cc1)N/N=C/c1ccc(O)c([N+](=O)[O-])c1,-1.7,30.9
C#CCOCCOCCOCCNc1nc(N2CCN(C(=O)[C@H](CCCCN)n3cc(C(N)CO)nn3)CC2)nc(N2CCN(C(=O)[C@H](CCC(=O)O)n3cc(C(N)[C@H](C)CC)nn3)CC2)n1 (stereo partly drawn),-0.8,16.1
CC(C)N1CC2=C(C1=O)C(c1ccc(O)cc1)NC(=O)N2C (stereo not drawn),-1.5,27.6
CC12CCC(C(=O)NCC3CCCO3)(OC1=O)C2(C)C (stereo not drawn),-2.0,5.2
C=CCn1c(SCn2nnc3ccccc3c2=O)nc2scc(-c3cccs3)c2c1=O,-1.4,15.0
CCc1nnc(NC(=O)CSc2nc3ccc(OC)cc3[nH]2)s1,-3.1,15.7
Cc1cc(=O)oc(C)c1C(=O)OC(C(=O)c1ccccc1)c1ccccc1 (stereo not drawn),-0.6,16.4
Cc1ccc(CS(=O)(=O)Cc2ccc(C(=O)NCc3ccco3)o2)cc1,-0.5,9.9
CCCc1cc(=O)n2[nH]c(-c3ccc(OC)cc3)nc2n1,2.0,7.5
Fc1ccc2c(c1)Sc1ccc(Cl)cc1CC2N1CCN(CCC2OCCO2)CC1 (stereo not drawn),0.5,6.3
COc1cc(/C=C2\N=C(c3ccccc3)NNC2=O)cc(OC)c1OC,-8.2,3.9

# (continued)
SMILES,STK33 inh,OX1R antag
CCCCn1c(=NC(=O)c2ccco2)c(C(=O)OCC)cc2c(=O)n3ccccc3nc21,0.6,75.9*
Cc1ccc(NCC(=O)Nc2cccc(F)c2)cc1S(=O)(=O)N1CCCCCC1,-1.2,24.0
COc1ccc(N(CC(=O)Nc2ccccc2F)S(=O)(=O)c2ccc(OC)c(OC)c2)cc1,1.5,13.2
CCN(CCn1cccn1)C(=O)CC1C(=O)NCCN1Cc1ccc(F)cc1 (stereo not drawn),-1.5,4.8
CC(=O)c1ccc(N(C(=O)CNC(=O)c2ccco2)C(C(=O)NC2CCCC2)c2cccnc2)cc1 (stereo not drawn),-3.0,13.7
COc1ccc(-c2cc(C(=O)NC3CCCC3)c3ccccc3n2)cc1OC,-2.0,10.3
COc1ccc(NS(=O)(=O)c2csc(C(N)=O)c2)cc1,0.4,-0.2
O=C([O-])c1cc(-c2ccccc2)cc(-c2ccccc2)[n+]1Cc1ccccc1,-0.1,21.1
